PAFAH1B2 FP inh = PAFAH1B2 (human) inhibition | recombinant PAFAH1B2, FP-rhodamine activity probe, fluorescence polarization | P68402 | 340,000 tested, 1.2% active | inhibition, % at 3.39 µM;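 active = inhibition above the mean of all tested compounds plus 3 SD, cut at about 24% in these data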;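 note: 0% = enzyme with DMSO and 100% = wells lacking PAFAH1B2; many of its hits are not listed in these tables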
PAFAH2 inh = inhibitors of human PAFAH2 | recombinant PAFAH2, FP-rhodamine activity probe, fluorescence polarization | Q99487 | inhibition, % at 3.39 µM | 340,000 tested, 0.99% active;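 active = inhibition above the mean over all tested compounds plus 3 SD, cut at about 30% in these data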;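 note: inhibitors block probe labeling of enzyme so polarization drops; 0% = enzyme with DMSO and 100% = wells lacking PAFAH2 protein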
pPAFAH inh = inhibitors of human plasma PAF acetylhydrolase (pPAFAH) | 330,000 tested, 1.5% active | recombinant pPAFAH, FP-rhodamine probe fluorescence polarization | inhibition, % at 3.39 µM | AID 463082;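 active = inhibition above the mean inhibition across the screen plus 3 SD, cut at about 25% in these data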;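 note: inhibitors block binding of the rhodamine activity-based probe so polarization drops; 0% = enzyme with DMSO and 100% = wells lacking pPAFAH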
LYPLA2 counter = counter-screen for PME1 inhibitors: inhibitors of human LYPLA2; inhibition, % at 5.9 µM; O95372; recombinant LYPLA2, FP-Rh probe fluorescence polarization; AID 2177; 320,000 tested, 0.38% active;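 active = inhibition above the screen-wide mean plus 3 SD, limit set per campaign, cut at about 26% in these data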;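 note: 0% = LYPLA2 with DMSO and 100% = wells lacking LYPLA2 enzyme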
Target sequence (O95372 whole entry, looked up): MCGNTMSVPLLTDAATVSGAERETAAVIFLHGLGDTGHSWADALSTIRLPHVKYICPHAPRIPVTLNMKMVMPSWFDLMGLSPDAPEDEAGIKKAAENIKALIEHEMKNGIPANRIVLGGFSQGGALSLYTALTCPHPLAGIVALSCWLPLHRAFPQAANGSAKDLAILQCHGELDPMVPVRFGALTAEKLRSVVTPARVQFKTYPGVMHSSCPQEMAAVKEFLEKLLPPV
PAD4 inh = blocks human protein arginine deiminase 4; inhibition, % at 6.36 µM; Q9UM07; 330,000 tested, 0.41% active; recombinant PAD4, RCA probe fluorescence polarization; AID 485272;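 active = percent inhibition above a cutoff equal to the mean of all tested compounds plus 3 SD, cut at about 15% in these data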;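 note: 0% = PAD4 with RCA probe and DMSO and 100% = probe without PAD4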
PME-1 primary = PME-1 (human) inhibition; Q9Y570; recombinant PME-1, FP-Rh probe fluorescence polarization; inhibition, % at 5.9 µM; 320,000 tested, 0.53% active;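 active = inhibition above the campaign mean of all compounds plus 3 SD, cut at about 26% in these data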;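 note: competitive labeling of PME-1 active site by serine hydrolase directed probe; 0% = PME-1 with DMSO and 100% = wells lacking PME-1 enzyme; inhibitors block probe labeling so polarization falls and inhibition rises; many of its hits are not listed in these tables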
LYPLA1 inh = LYPLA1 (human) inhibition in PME1 counter-screen. O75608. recombinant LYPLA1, FP-Rh probe fluorescence polarization. inhibition, % at 5.9 µM. 320,000 tested, 0.16% active. AID 2174;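 active = inhibition above the mean of all tested compounds plus 3 SD, set per campaign, cut at about 14% in these data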;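 note: inhibitors block serine hydrolase probe labeling of LYPLA1 so polarization falls; 0% = enzyme with DMSO and 100% = wells lacking LYPLA1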
Target sequence (O75608 whole entry, looked up): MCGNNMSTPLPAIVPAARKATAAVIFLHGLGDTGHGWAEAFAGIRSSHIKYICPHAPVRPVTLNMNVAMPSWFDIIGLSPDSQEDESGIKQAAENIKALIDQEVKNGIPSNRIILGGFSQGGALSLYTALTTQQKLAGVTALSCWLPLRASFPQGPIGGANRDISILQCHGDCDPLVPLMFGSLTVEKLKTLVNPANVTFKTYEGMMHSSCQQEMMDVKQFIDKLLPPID
PAFAH1B3 inh = inhibitors of human PAFAH1B3. recombinant PAFAH1B3, FP-rhodamine probe, fluorescence polarization. inhibition, % at 3.39 µM. 340,000 tested, 0.28% active. AID 492972;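 active = inhibition above the screen-wide average of all tested compounds plus 3 SD, cut at about 25% in these data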;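 note: 0% = enzyme with DMSO only and 100% = wells lacking PAFAH1B3 protein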
Target sequence (Q15102 whole entry, looked up): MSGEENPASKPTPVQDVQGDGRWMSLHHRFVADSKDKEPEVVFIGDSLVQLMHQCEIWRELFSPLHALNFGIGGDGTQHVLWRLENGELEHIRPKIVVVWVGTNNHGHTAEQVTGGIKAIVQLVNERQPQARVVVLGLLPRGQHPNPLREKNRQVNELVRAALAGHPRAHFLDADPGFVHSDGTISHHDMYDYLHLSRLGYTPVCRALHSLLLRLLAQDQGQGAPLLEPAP
GSTO1 counter = counter-screen for RBBP9 inhibitors: inhibitors of human GSTO1 | P78417 | recombinant GSTO1, activity-based probe fluorescence polarization | inhibition, % at 5.96 µM | 300,000 tested, 1.1% active | AID 1974;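 active = inhibition above the campaign mean inhibition plus 3 SD, cut at about 35% in these data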;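 note: 0% = GSTO1-1 with DMSO and 100% = wells lacking GSTO1-1 enzyme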
Target sequence (P78417 whole entry, looked up): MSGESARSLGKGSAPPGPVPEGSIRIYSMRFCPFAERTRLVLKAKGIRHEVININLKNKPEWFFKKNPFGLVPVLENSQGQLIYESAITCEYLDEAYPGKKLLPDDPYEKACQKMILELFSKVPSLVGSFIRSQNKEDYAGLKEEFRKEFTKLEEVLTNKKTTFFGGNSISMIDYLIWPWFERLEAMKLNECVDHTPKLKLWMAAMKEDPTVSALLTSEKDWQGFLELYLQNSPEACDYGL
Numbers without * were called inactive; . = not tested or not shown.

Below each SMILES: PAFAH1B2 FP inh, PAFAH2 inh, pPAFAH inh, LYPLA2 counter, PAD4 inh, PME-1 primary, LYPLA1 inh, PAFAH1B3 inh, GSTO1 counter
1: Cc1cccc(C)c1NC(=O)C(C)N (stereo not given)
  ., ., -7, 1, -5, -6, -1, ., -2
2: NC(=S)N1CCCc2ccccc21
  3, -5, 0, 2, 0, 0, 3, 6, 3
3: O=C(c1ccc(-n2cncn2)c([N+](=O)[O-])c1)N1CCN(S(=O)(=O)c2ccc(Br)cc2)CC1
  21, 1, -2, -5, 2, 8, -1, 6, 6
4: Cc1cc2occ(CC(=O)N(C)CC(=O)Nc3ccccc3Br)c2cc1C
  23, 1, 1, 4, -3, 3, 2, 8, 0
5: Cc1cc(NS(=O)(=O)c2c(C)c(C)cc(C)c2C)no1
  -2, 0, 5, -1, -4, 5, -1, -1, 7
6: COc1cc(NC(=O)CCC(=O)OCCCC(F)(F)C(F)(F)F)nc(OC)n1
  0, 8, 2, -3, 1, 2, -3, 5, 11
7: Cc1ccccc1NCCC(=O)Nc1ccc(Cl)cc1
  1, 6, 3, -3, 0, 0, 0, 2, 8
8: CCOC(=O)Nc1nnc(/C=C/c2ccc(OC)cc2)s1
  3, 5, 2, 2, -1, -11, 0, -2, -5
9: Oc1ccc(-c2n[nH]c(=S)n2Cc2ccco2)cc1
  4, -8, 3, 0, 4, 10, -1, 6, 1
10: Cc1cccc(CCN(C(=O)c2csnn2)C(C(=O)NC2CCCC2)c2ccco2)c1 (stereo not given)
  6, 2, 1, -2, -2, -4, 1, 7, -3
11: Cc1ccc(S(=O)(=O)NCC(=O)OCc2cc(=O)oc3c(C)c(C)ccc23)cc1C
  0, 5, 10, 1, -4, 0, 0, 2, .
12: CC(OC(=O)c1cccc(S(=O)(=O)N2CCCC2)c1)C(=O)NC1CCCCC1C (stereo not given)
  -2, 0, 3, 6, -2, 2, 3, 6, -1
13: C=CCNC(=S)N/N=C(\C)c1cccnc1
  2, -1, 6, -1, -2, -8, -1, 0, -11
14: O=C(CN1C(=O)CCC1=O)NC(=O)NC1CCCC1
  4, 9, 2, 6, -8, 4, 3, 5, 0
15: CC(=O)Nc1ccc(S(=O)(=O)N(CC(=O)Nc2cc(C)on2)Cc2ccc(F)cc2)cc1
  2, -1, 0, 1, -4, -2, 0, 6, 1

Additional entries:
Below each SMILES: PAFAH1B2 FP inh, PAFAH2 inh, pPAFAH inh, LYPLA2 counter, PAD4 inh, PME-1 primary, LYPLA1 inh, PAFAH1B3 inh, GSTO1 counter
16: Cc1ccc(NC(=O)CN2C(=O)NC3(CCCC3)C2=O)cc1S(=O)(=O)N1CCCCC1
  1, -9, 5, 2, -3, 3, -3, 0, .
17: CCCCNCCOc1ccccc1-c1ccccc1
  1, -4, 0, 5, -1, 6, 7, 11, 2
18: COC(=O)c1ccccc1C(=O)N1CCCC(CCC(=O)NCc2ccc(F)c(F)c2)C1 (stereo not given)
  0, 6, 5, 3, -2, -4, 2, 3, 8
19: O=[N+]([O-])c1ccc(N=Cc2ccc(Br)c([N+](=O)[O-])c2)cc1
  9, -1, 4, 2, -1, -1, 5, -53, 9
20: O=C(Nc1cccc(F)c1)/C(=C\c1cccnc1)NC(=O)c1ccco1
  5, 4, 1, 1, -6, 0, 0, 4, 1
21: C[C@@H](OC(=O)c1[nH]cnc1C(=O)N1CCc2ccccc2C1)c1ccccc1
  9, 1, 5, ., -17, ., ., 10, .
22: O=C(/C=C/c1ccc(Br)o1)NCc1ccccc1
  -4, 1, -13, -14, -5, -7, -8, -2, 10
23: O=C(Oc1ccccc1OC(=O)N1CCOCC1)N1CCOCC1
  -2, -6, 0, 13, -3, -2, 4, 6, 1
24: O=C(/C=N/O)Nc1ccccc1
  -3, 2, -3, -15, -2, -4, 0, 2, 3
25: COc1cc(C[C@@H](C)[C@@H](C)Cc2ccc(O)c(OC)c2)ccc1O
  27*, 8, 1, ., 2, ., ., 2, .
26: CCN(CC)S(=O)(=O)c1ccc(C(=O)Nc2ccc(C(F)(F)F)n(C)c2=O)cc1
  6, -6, -1, 6, -4, -2, 1, 6, -1
27: CC(OC(=O)/C=C/c1ccco1)C(=O)Nc1cccc([N+](=O)[O-])c1 (stereo not given)
  5, -1, 11, -3, 2, 0, -4, 0, -2
28: O=C(c1ccc(-c2ccccc2)cc1)C1CCCN(C(=O)c2cncs2)C1 (stereo not given)
  5, -4, 8, 9, 0, 3, 24*, 3, -4
29: COc1cc(/C=C(\C#N)C(=O)Nc2ccccc2F)ccc1OCCN1CCOCC1
  2, -2, -3, 6, -1, 4, -2, -7, -1
30: O=C(c1ccccc1)N1CCCc2ccccc21
  9, -6, 4, -1, 2, 2, -1, 6, 2

Grouped by structure: those above containing a CF3 group
Below each SMILES: PAFAH1B2 FP inh, PAFAH2 inh, pPAFAH inh, LYPLA2 counter, PAD4 inh, PME-1 primary, LYPLA1 inh, PAFAH1B3 inh, GSTO1 counter
6: COc1cc(NC(=O)CCC(=O)OCCCC(F)(F)C(F)(F)F)nc(OC)n1
  0, 8, 2, -3, 1, 2, -3, 5, 11
26: CCN(CC)S(=O)(=O)c1ccc(C(=O)Nc2ccc(C(F)(F)F)n(C)c2=O)cc1
  6, -6, -1, 6, -4, -2, 1, 6, -1

(continued)
Below each SMILES: PAFAH1B2 FP inh, PAFAH2 inh, pPAFAH inh, LYPLA2 counter, PAD4 inh, PME-1 primary, LYPLA1 inh, PAFAH1B3 inh, GSTO1 counter
31: CN(CC(=O)Nc1ccc2c(c1)OCO2)S(=O)(=O)c1cccs1
  4, -5, 3, 1, 3, 2, 4, 2, 6
32: CC(=O)c1ccc(NS(=O)(=O)c2ccc3c(c2)N(C(C)=O)CCO3)cc1
  2, 7, 1, -1, -2, 5, 4, -2, 1
33: CCOc1cc(C(=S)N2CCCC2)ccc1OCc1ccccc1
  0, 2, -3, -7, -3, -2, -5, 5, 4
34: Nc1ncnc2nc(SCc3ccccc3)[nH]c12
  3, 3, 4, 2, -6, -4, -1, 5, 6
35: O=C(CSc1nnc(Nc2ccccc2)s1)NC1CCS(=O)(=O)C1 (stereo not given)
  5, 0, 0, ., -6, ., ., -1, .
36: CCCc1noc2c1/C(=N\O)CC(c1ccccc1)C2 (stereo not given)
  2, 0, 5, 3, -2, 8, -1, -7, -2
37: CC12CCC(C(=O)N/N=C/c3ccc(O)cc3)(OC1=O)C2(C)C (stereo not given)
  5, 0, 3, 1, -11, -5, 1, 3, 8
38: COc1cc(C(=O)N/N=C/c2ccccn2)cc(OC)c1OC
  3, 2, 3, -2, 1, -5, 0, 3, -1
39: CCOc1ccc(NC(=O)CN2C(=O)CSC(C)C2=O)cc1 (stereo not given)
  1, 7, 4, -3, -2, 0, -4, 4, 5
40: COc1cc(C(C)=O)ccc1OCC(O)CN1CCN(c2ccccn2)CC1 (stereo not given)
  4, -1, -7, -9, -5, -10, -3, 0, 12
41: OC(CCc1ccncc1)COc1ccccc1 (stereo not given)
  5, 0, 7, -2, -1, -4, 2, 13, 2
42: COc1ccccc1OCCNC(=O)Cc1ccc(Cl)c(Cl)c1
  5, 2, 1, -3, 1, -3, -2, 11, 6
43: COC(=O)c1c(NC(=O)CN2C(=O)NC3(CCC(C)CC3)C2=O)sc2c1CCC2 (stereo not given)
  0, -5, 5, -9, -1, -9, -2, -4, .
44: COc1ccc(-n2nnnc2SCC(=O)NCc2cccs2)cc1
  2, 1, 0, -3, -7, -2, -2, 7, 19
45: CC(=O)c1oc2ccccc2c1NC(=O)CN1CCCCC1
  3, 4, -5, -1, 1, -5, -4, 1, -6

More compounds.
Below each SMILES: PAFAH1B2 FP inh, PAFAH2 inh, pPAFAH inh, LYPLA2 counter, PAD4 inh, PME-1 primary, LYPLA1 inh, PAFAH1B3 inh, GSTO1 counter
46: CC(=C1C(=O)c2ccccc2C1=O)N1CCN(Cc2ccccc2)CC1
  4, 3, -5, 0, 2, 2, 0, 6, 5
47: CN(C(=O)COC(=O)CSc1ccc(C(N)=O)cc1[N+](=O)[O-])C1CCCCC1
  4, 2, 11, 5, -8, -4, 1, 3, 0
48: CC(OC(=O)c1ccccc1)C(=O)NCc1ccco1 (stereo not given)
  -2, 13, 7, ., -1, ., ., 2, .
49: CSCCC(NC(=O)c1cccc([N+](=O)[O-])c1)c1nc2ccccc2[nH]1 (stereo not given)
  1, -13, 2, -8, -1, 2, -6, 11, 5
50: O=C(CCNS(=O)(=O)c1ccccc1)N1CCC(Cc2ccccc2)CC1
  23, 12, 20, 6, -3, -3, 0, 1, 3

Some of these compounds in order of length of the SMILES, smallest number first:
Below each SMILES: PAFAH1B2 FP inh, PAFAH2 inh, pPAFAH inh, LYPLA2 counter, PAD4 inh, PME-1 primary, LYPLA1 inh, PAFAH1B3 inh, GSTO1 counter
48: CC(OC(=O)c1ccccc1)C(=O)NCc1ccco1 (stereo not given)
  -2, 13, 7, ., -1, ., ., 2, .
45: CC(=O)c1oc2ccccc2c1NC(=O)CN1CCCCC1
  3, 4, -5, -1, 1, -5, -4, 1, -6
50: O=C(CCNS(=O)(=O)c1ccccc1)N1CCC(Cc2ccccc2)CC1
  23, 12, 20, 6, -3, -3, 0, 1, 3
43: COC(=O)c1c(NC(=O)CN2C(=O)NC3(CCC(C)CC3)C2=O)sc2c1CCC2 (stereo not given)
  0, -5, 5, -9, -1, -9, -2, -4, .
47: CN(C(=O)COC(=O)CSc1ccc(C(N)=O)cc1[N+](=O)[O-])C1CCCCC1
  4, 2, 11, 5, -8, -4, 1, 3, 0

One compound at a time (already shown). Values in the order: PAFAH1B2 FP inh, PAFAH2 inh, pPAFAH inh, LYPLA2 counter, PAD4 inh, PME-1 primary, LYPLA1 inh, PAFAH1B3 inh, GSTO1 counter
C=CCNC(=S)N/N=C(\C)c1cccnc1 is listed as 2, -1, 6, -1, -2, -8, -1, 0, -11
O=[N+]([O-])c1ccc(N=Cc2ccc(Br)c([N+](=O)[O-])c2)cc1 is listed as 9, -1, 4, 2, -1, -1, 5, -53, 9
O=C(Nc1cccc(F)c1)/C(=C\c1cccnc1)NC(=O)c1ccco1 is listed as 5, 4, 1, 1, -6, 0, 0, 4, 1
CC12CCC(C(=O)N/N=C/c3ccc(O)cc3)(OC1=O)C2(C)C (stereo not given) is listed as 5, 0, 3, 1, -11, -5, 1, 3, 8
O=C(c1ccc(-n2cncn2)c([N+](=O)[O-])c1)N1CCN(S(=O)(=O)c2ccc(Br)cc2)CC1 is listed as 21, 1, -2, -5, 2, 8, -1, 6, 6

From PubChem BioAssay

A portion of the library, so the mix of outcomes need not match the whole.
